Bioassay records (PubChem BioAssay)
OX1R antag-1: antagonists of human orexin 1 receptor (OX1R) | OX1R-expressing cells, FRET antagonist read-out | 1.8% of 330,000 active | AID 485270, 2010 | inhibition, % at 6.6 µM; in the data active means inhibition mostly above about 38%, no sharp cut-off; inactive means mostly below about 40%;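 further: 0% = agonist challenge alone and 100% = reference antagonist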
Target sequence (O43613 whole entry, looked up): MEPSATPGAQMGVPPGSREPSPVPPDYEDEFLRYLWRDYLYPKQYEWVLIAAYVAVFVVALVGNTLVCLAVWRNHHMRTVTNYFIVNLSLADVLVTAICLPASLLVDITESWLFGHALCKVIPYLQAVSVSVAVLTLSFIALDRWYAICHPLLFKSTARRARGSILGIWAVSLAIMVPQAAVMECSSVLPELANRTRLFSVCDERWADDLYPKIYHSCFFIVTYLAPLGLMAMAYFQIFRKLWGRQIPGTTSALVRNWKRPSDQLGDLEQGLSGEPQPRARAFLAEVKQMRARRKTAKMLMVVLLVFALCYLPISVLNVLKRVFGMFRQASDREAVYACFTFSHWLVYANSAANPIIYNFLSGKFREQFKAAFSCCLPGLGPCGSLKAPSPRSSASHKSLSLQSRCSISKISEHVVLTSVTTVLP
OX1R antag-2: OX1R (HCRTR1) antagonists, primary screen, fluorescence, CHO/OX1R cells, Fluo-8 calcium, orexin A. Fluo-8 calcium fluorescence. inhibition, % at 5 µM. 0.43% of 330,000 active. AID 434989, 2010;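 active means inhibition above its plate's threshold, mean inhibition of all tested compounds on the plate plus 3 SD, cut at about 37% in these data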;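 further: 0% = orexin A challenge wells and 100% = SB-334867-A antagonist wells; not every result past the cut was called active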
The depositor's hits bear a star.

molecule: O=C1CC(c2nc3ccccc3[nH]2)CN1c1ccccc1F (centres undefined)
  OX1R antag-1: -5; OX1R antag-2: -18

molecule: CCOC(=O)c1ccc(S(=O)(=O)NCCN2CCOCC2)cc1
  OX1R antag-1: 11; OX1R antag-2: -6

molecule: O=C1CC(C2CCCO2)C(=O)N1c1cccc(Cl)c1 (centres undefined)
  OX1R antag-1: 18; OX1R antag-2: -15

molecule: COc1cc(/C=N/NS(=O)(=O)c2ccc3ccccc3c2)ccc1OCCN1CCOCC1
  OX1R antag-1: 4; OX1R antag-2: -12

molecule: COc1ccc(C)cc1NC(=O)CNC(=O)Cn1ccc2ccccc2c1=O
  OX1R antag-1: 18; OX1R antag-2: -14

molecule: Cc1ccc(OCC(=O)N2CCN(S(=O)(=O)c3ccccc3[N+](=O)[O-])CC2)cc1
  OX1R antag-1: 12; OX1R antag-2: -22

molecule: CC(=O)NC1C(c2nc3ccccc3s2)=C(c2ccccc2)C(=O)N1c1ccc(C)cc1 (centres undefined)
  OX1R antag-1: 16; OX1R antag-2: -32

molecule: CCOC(=O)C1C(C(=O)Nc2cccc(C(F)(F)F)c2)C1C(=O)NC(C)C (centres undefined)
  OX1R antag-1: 15; OX1R antag-2: -10

molecule: Cc1cc(=O)n2nc(N3CCCC3C(=O)Nc3cccc(F)c3)sc2n1 (centres undefined)
  OX1R antag-1: 12; OX1R antag-2: -26

molecule: CC1CN(c2ccc([N+](=O)[O-])c(NCCOc3ccccc3)c2)CC(C)N1 (centres undefined)
  OX1R antag-1: 20; OX1R antag-2: -2

molecule: CC(C)[C@H](NC(=O)NC1CCCC1)C(=O)O
  OX1R antag-1: 20; OX1R antag-2: -10

molecule: O=C(CSc1nncn1-c1ccccc1)Nc1ccc(N2CCOCC2)cc1
  OX1R antag-1: 2; OX1R antag-2: 1

molecule: COc1cccc(C2(O)CCN(CC(=O)NCC3CC3)CC2)c1
  OX1R antag-1: -4; OX1R antag-2: -15

molecule: COc1ccc(C(CNC(=O)c2cccc3cccnc23)N(C)C)cc1 (centres undefined)
  OX1R antag-1: 12; OX1R antag-2: -10

molecule: Cc1cccc(N2CCN(C(c3ccccc3)c3nnnn3CC3CCCO3)CC2)c1C (centres undefined)
  OX1R antag-1: -2; OX1R antag-2: -16

molecule: Cc1ccc2nc(-c3ccccc3)c(CN3CCN(c4ccccc4F)CC3)n2c1
  OX1R antag-1: 7; OX1R antag-2: -14

molecule: CO/N=C/NC(=O)Cc1cn(-c2ncc(C(F)(F)F)cc2Cl)c2ccccc12
  OX1R antag-1: 23; OX1R antag-2: -33

molecule: COc1cc(NC(=O)CCN2CCN(Cc3ccccc3)CC2)cc(OC)c1
  OX1R antag-1: 15; OX1R antag-2: -39

molecule: CC1CN(C(=O)Nc2cccc(Cl)c2)C2(CCCCCC2)O1 (centres undefined)
  OX1R antag-1: 6; OX1R antag-2: -9

molecule: CCOc1ccc(NC(=O)c2ccc(-c3csc(C)n3)cc2)cc1
  OX1R antag-1: 10; OX1R antag-2: -5

molecule: COC(=O)c1cc(NC(=O)c2nn(C)c(=O)c3ccccc23)cc(C(=O)OC)c1
  OX1R antag-1: -18; OX1R antag-2: -31

molecule: CCN(CC)C(=O)Nc1ccccc1C
  OX1R antag-1: 6; OX1R antag-2: -13

molecule: Cc1cc2oc3ccc(NCCCN4CCOCC4)cc3c(=O)c2cc1C
  OX1R antag-1: 6; OX1R antag-2: -6

molecule: COc1ccc(-n2c(N)cc(=O)nc2SCC(=O)N2CCN(c3ccccc3)CC2)cc1
  OX1R antag-1: 20; OX1R antag-2: -9

molecule: Cc1cc(Cl)ccc1C(=O)C1CCCN(C(=O)CCn2cncn2)C1 (centres undefined)
  OX1R antag-1: 20; OX1R antag-2: -34

In the list so far, these have a nitro group on carbon.
molecule: Cc1ccc(OCC(=O)N2CCN(S(=O)(=O)c3ccccc3[N+](=O)[O-])CC2)cc1
  OX1R antag-1: 12; OX1R antag-2: -22

molecule: CC1CN(c2ccc([N+](=O)[O-])c(NCCOc3ccccc3)c2)CC(C)N1 (centres undefined)
  OX1R antag-1: 20; OX1R antag-2: -2

Next part
molecule: COc1ccc(C(=O)N2C(=S)NC(=O)/C2=C\c2ccc(C)cc2)cc1
  OX1R antag-1: 26; OX1R antag-2: -14

molecule: COc1ccc(NS(=O)(=O)c2ccc3c(c2)N(C(C)=O)CCO3)cc1
  OX1R antag-1: 10; OX1R antag-2: -20

molecule: COc1ccc(S(=O)(=O)N2CCCCCC2)cc1C(=O)N(C)Cc1ccco1
  OX1R antag-1: 7; OX1R antag-2: -15

molecule: O=C1CC2C(=O)NCCN2C(=NC(=O)c2ccc(Cl)cc2)N1 (centres undefined)
  OX1R antag-1: 12; OX1R antag-2: -6

molecule: COc1cc2sc(C)nc2c2ccccc12
  OX1R antag-1: 2; OX1R antag-2: -28

molecule: COc1ccc(-c2nc(SCC(=O)N3CCOCC3)n[nH]2)cc1
  OX1R antag-1: 25; OX1R antag-2: -8

molecule: CC(=O)Nc1ccc(CN2CCN(CC=C(C)C)C(CCO)C2)cc1 (centres undefined)
  OX1R antag-1: 4; OX1R antag-2: -2

molecule: O=C(O)c1cc(S(=O)(=O)Nc2ccc3cn[nH]c3c2)ccc1O
  OX1R antag-1: 6; OX1R antag-2: -6

molecule: CSc1ccccc1NC(=O)c1csc(C)c1
  OX1R antag-1: 13; OX1R antag-2: -6

molecule: O=C(NCCc1ccccc1)C1(c2ccccc2)CCCC1
  OX1R antag-1: 9; OX1R antag-2: -15

molecule: CN(CC(=O)Nc1cccc(F)c1)C(=O)C1CC(=O)N(Cc2ccccc2)C1 (centres undefined)
  OX1R antag-1: 23; OX1R antag-2: -2

molecule: COc1cccc(Cn2cnc3c(NS(=O)(=O)c4ccc(Cl)cc4Cl)c(C)c(C)cc32)c1
  OX1R antag-1: 16; OX1R antag-2: -12

molecule: O=C(c1ccc(Br)s1)N1CCCC1
  OX1R antag-1: 20; OX1R antag-2: -15

molecule: O=[N+]([O-])c1ccccc1OCCCCN1CCCCC1
  OX1R antag-1: 15; OX1R antag-2: -5

molecule: COc1ccccc1CC(=O)N1CCN(S(=O)(=O)c2cccs2)CC1
  OX1R antag-1: 26; OX1R antag-2: -26

molecule: Cc1cccc(C)c1C(OCCN(C)C)C1CCCCC1 (centres undefined)
  OX1R antag-1: 9; OX1R antag-2: -33

molecule: CN1CCN(NC(=O)c2ccc(Cl)cc2Cl)CC1
  OX1R antag-1: 23; OX1R antag-2: 4

molecule: O=C(Nc1ccc(S(=O)(=O)Nc2nccs2)cc1)C1CC(=O)N(c2ccc(Cl)cc2)C1 (centres undefined)
  OX1R antag-1: 5; OX1R antag-2: 2

molecule: COc1ccc(CNC(=O)CSCc2ccccc2Cl)cc1
  OX1R antag-1: 19; OX1R antag-2: -3

molecule: CN(C)c1ccc(NC(=O)CN2CCC(NC(=O)C3CCCCC3)CC2)cc1
  OX1R antag-1: 20; OX1R antag-2: -1

molecule: Cc1nn(Cc2ccccc2)c(C)c1C(=O)OCC(=O)c1cc(C)n(C2CC2)c1C
  OX1R antag-1: 14; OX1R antag-2: -14

molecule: S=C(c1ccc(N2CCOCC2)cc1)N1CCCCC1
  OX1R antag-1: 11; OX1R antag-2: -9

molecule: COc1ccc(-c2cc3c(=O)n(CC(=O)NCc4cccnc4)nc(C)n3n2)cc1
  OX1R antag-1: 24; OX1R antag-2: -6

molecule: Cc1cccn2cc(-c3ccccc3)nc12
  OX1R antag-1: 20; OX1R antag-2: -6

molecule: COc1ccccc1C(c1nnnn1C(C)(C)C)N1CCCc2ccccc21 (centres undefined)
  OX1R antag-1: 13; OX1R antag-2: 16

(next part)
SMILES	OX1R antag-1	OX1R antag-2
Cc1ccc(-c2cc(C(F)(F)F)n3ncc(C(=O)N4CCCCC4c4cccnc4)c3n2)cc1 (centres undefined)	22	-41
COc1ccc(CCN2CC(C(=O)NCCc3ccccn3)CCC2=O)cc1 (centres undefined)	16	-1
Cc1ccc(C(=O)O)cc1N1C(=O)CCCC1=O	4	-13
CCOc1ccccc1C(=O)Nc1cc2c(cc1N1CCCC1)n(CC)c(=O)n2CC	8	-29
COc1cccc2[nH]c3c(N4CCCCC4)ncnc3c12	18	-25
Cc1ccc(NC(=O)c2ccn(C(=O)Nc3ccccc3)n2)c(C)c1	12	-6
COc1cc(CC(=O)OCC(=O)NC2CC2)cc(OC)c1OC	7	-17
CCOC(=O)C1(P(=O)(c2ccc(Cl)cc2)c2ccc(Cl)cc2)CCC1	16	-21
CCOC(=O)C1=C(N)N(c2ccc(C)cc2)C2=C(C(=O)CCC2)C1c1cccs1 (centres undefined)	12	-48
CCCCN1C(=O)C(=O)NC[C@@H]1C(C)CC (some centres undefined)	26	2

Next section; it opens with the four that closed the last part.
SMILES	OX1R antag-1	OX1R antag-2
COc1cc(CC(=O)OCC(=O)NC2CC2)cc(OC)c1OC	7	-17
CCOC(=O)C1(P(=O)(c2ccc(Cl)cc2)c2ccc(Cl)cc2)CCC1	16	-21
CCOC(=O)C1=C(N)N(c2ccc(C)cc2)C2=C(C(=O)CCC2)C1c1cccs1 (centres undefined)	12	-48
CCCCN1C(=O)C(=O)NC[C@@H]1C(C)CC (some centres undefined)	26	2
C#CCOCCOCCOCCNc1nc(N2CCN(C(=O)[C@H](CCCCN)n3cc(CC(C)O)nn3)CC2)nc(N2CCN(C(=O)[C@H](CCCCN)n3cc(CC(C)O)nn3)CC2)n1 (some centres undefined)	24	-8
CCCn1c(-c2ccc[nH]c2=O)nc2ccccc21	5	-1
Cc1cccc(NC(=O)c2ccc(S(=O)(=O)N3CCCCC3C)cc2)n1 (centres undefined)	25	-21
COc1cc(CN2CCNC(=O)C2CC(=O)NCCC2=CCCCC2)cc(OC)c1 (centres undefined)	6	-32
COc1ccc(N(CC(=O)Nc2nccs2)S(=O)(=O)c2c(C)nn(C)c2C)cc1	3	-23
Cc1ccc(C(=O)c2nocc2C(=O)c2cccs2)cc1	19	-11
COc1ccc(COC(=O)CCS(=O)(=O)c2ccc(C)cc2)cc1F	6	-11
Cc1cc(C)cc(NC(=O)CNC(c2ccccc2)c2ccccc2)c1	21	-13
Cc1ccc2c(c1)cc(CN(Cc1ccc3c(c1)OCO3)S(=O)(=O)c1ccccc1)c1nnnn12	16	-4
O=C(CN(CCc1ccccc1)C(=O)CNS(=O)(=O)c1ccccc1)NCc1ccco1	22	-21

Arranged by the number under OX1R antag-1 (lowest first): six of the compounds above.
SMILES	OX1R antag-1	OX1R antag-2
CCCn1c(-c2ccc[nH]c2=O)nc2ccccc21	5	-1
O=C(NCCc1ccccc1)C1(c2ccccc2)CCCC1	9	-15
CCOC(=O)C1C(C(=O)Nc2cccc(C(F)(F)F)c2)C1C(=O)NC(C)C (centres undefined)	15	-10
COc1ccc(CNC(=O)CSCc2ccccc2Cl)cc1	19	-3
COc1ccc(-c2cc3c(=O)n(CC(=O)NCc4cccnc4)nc(C)n3n2)cc1	24	-6
COc1ccccc1CC(=O)N1CCN(S(=O)(=O)c2cccs2)CC1	26	-26

The listing continues:
SMILES	OX1R antag-1	OX1R antag-2
Nc1c(-c2ccc(Cl)cc2)cnn1-c1ccccc1	8	-22
COc1ccc(OCC(=O)Nc2nc3cc4c(cc3s2)OCCO4)cc1	8	-6
CCN(C(=O)COC(=O)CNS(=O)(=O)c1ccc(SC)c([N+](=O)[O-])c1)C1CCCCC1	53*	-15
Cc1cccc(C(=O)N2N=C(c3ccc(NS(C)(=O)=O)cc3)CC2c2cccs2)c1 (centres undefined)	-5	-2
Cc1cc(C(=O)CN2C(=O)NC(Cc3c[nH]c4ccccc34)C2=O)c(C)n1C (centres undefined)	13	-13
Cc1ccc(C(=O)NCCC(=O)N2CCOCC2)cc1	-2	5
CC1CCc2sc(C(=O)NNC(=S)NCC3CCCO3)cc2C1 (centres undefined)	28	-26
Nc1nonc1C(=O)OCC(=O)N1CCOCC1	10	-3
CC1Cc2nc(SCC(=O)NCCc3ccccc3)n(C)c(=O)c2S1 (centres undefined)	22	-25
CC(C)C(=O)NC(c1ccccc1Cl)c1c(O)ccc2ccccc12 (centres undefined)	5	-4
FC(F)(F)c1ccc(CN2C[C@@H]3C(c4ccccc4)C4(c5cccnc5)CC3(C4)[C@H]2c2ccccc2)cc1 (some centres undefined)	2	-30
Cc1ccccc1C(=O)Nc1ccnn1C1CCN(C(=O)C2CCOC2)CC1 (centres undefined)	27	0
C=C(C)Cn1cnc2c(oc3nc4c(cc32)CCCC4)c1=O	2	1
O=C(c1cccn2c(=O)c3ccc(Cl)cc3nc12)N1CCN(Cc2ccc3c(c2)OCO3)CC1	13	-10
COC(=O)C(C#N)C(c1cccnc1)c1c(C)[nH][nH]c1=O (centres undefined)	16	-1
O=C(CCc1ccc(S(=O)(=O)N2CCOCC2)cc1)N1CCc2ccccc2C1	7	-26
O=C(O)Cc1sc(N/N=C\c2ccccc2)nc1-c1ccccc1	27	-10
CCC(CC)NC(=O)c1cccc(NC(=O)C(C)C)c1	11	-9
CN1CCN(C(=O)C2CCCCC2C(=O)O)CC1 (centres undefined)	7	-1
COc1ccc(OC)c(-c2cc(C(=O)Nc3c(C)nn(Cc4ccc(Cl)cc4)c3C)no2)c1	12	-25
COc1ccc(NC(=O)COc2cc(C)cc(C)c2)cc1S(=O)(=O)N1CCCCC1	15	-29

2 entries drawn at random from those above:
SMILES	OX1R antag-1	OX1R antag-2
C=C(C)Cn1cnc2c(oc3nc4c(cc32)CCCC4)c1=O	2	1
COc1ccc(OC)c(-c2cc(C(=O)Nc3c(C)nn(Cc4ccc(Cl)cc4)c3C)no2)c1	12	-25
